Scp-1 inhibitor = Scp-1 phosphatase inhibitors, primary screen, biochemical, colorimetric, uHTS. Carboxy-terminal domain RNA polymerase II polypeptide A small phosphatase 1 (Homo …. Recombinant Scp1, phosphopeptide, malachite green phosphate absorbance. inhibition, % at 20 µM. 340,000 tested, 0.88% active. AID 493091, 2011;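 active means inhibition above about 50% at 20 µM, limit read from the data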;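 further: plate controls were DMSO wells with enzyme for no effect and wells lacking enzyme for full effect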
Target sequence (Q9GZU7 76-261 limits assumed): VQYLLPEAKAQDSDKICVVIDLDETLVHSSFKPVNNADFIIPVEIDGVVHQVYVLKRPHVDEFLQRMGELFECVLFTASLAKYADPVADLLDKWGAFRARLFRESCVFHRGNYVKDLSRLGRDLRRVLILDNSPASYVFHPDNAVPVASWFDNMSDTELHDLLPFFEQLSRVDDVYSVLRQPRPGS
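Material: truncated SCP-1 phosphatase (76-261aa) / Buffer or medium: 50 mM Tris acetate pH 5.5, 0.005% Tween-20, 10 mM MgCl2 / Compound dosing: one concentration, 20 µM, with 1.0% DMSO / Incubation: 45 min room-temperature reaction, 5 min colour, 30 min stabiliser / Detection: colorimetric free-phosphate detection, absorbance 630 nm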
STEP block = STEP phosphatase inhibitors, primary screen, biochemical, fluorescence intensity, uHTS; recombinant STEP, OMFP fluorogenic substrate; AID 588621, 2011; 360,000 tested, 0.25% active; Tyrosine-protein phosphatase non-receptor type 5 (Homo sapiens), P54829; inhibition, % at 20 µM;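 active means inhibition at 20 µM, scaled per plate between control wells, above about 37%, limit read from the data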;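 further: 0% = DMSO with enzyme and substrate and 100% = substrate only without enzyme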
Target sequence (P54829 whole entry, looked up): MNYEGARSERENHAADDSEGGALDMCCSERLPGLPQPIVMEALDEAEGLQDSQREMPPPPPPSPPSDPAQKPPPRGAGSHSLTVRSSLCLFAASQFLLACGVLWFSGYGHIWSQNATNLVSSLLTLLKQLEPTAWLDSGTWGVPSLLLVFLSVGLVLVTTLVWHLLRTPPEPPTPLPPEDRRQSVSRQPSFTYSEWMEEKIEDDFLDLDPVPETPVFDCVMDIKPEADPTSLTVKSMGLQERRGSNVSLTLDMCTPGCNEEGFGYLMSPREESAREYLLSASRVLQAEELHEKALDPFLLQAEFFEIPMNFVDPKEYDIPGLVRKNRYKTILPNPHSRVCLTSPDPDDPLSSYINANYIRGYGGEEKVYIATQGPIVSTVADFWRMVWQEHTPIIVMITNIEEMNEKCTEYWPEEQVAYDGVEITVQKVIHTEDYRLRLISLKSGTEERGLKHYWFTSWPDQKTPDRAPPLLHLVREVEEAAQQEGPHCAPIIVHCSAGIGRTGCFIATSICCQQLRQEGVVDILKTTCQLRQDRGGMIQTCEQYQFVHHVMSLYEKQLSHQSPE
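Test system: STEP tyrosine phosphatase / Reagent: OMFP at 25 µM / Doses: 20 µM, 1% DMSO / Read-out: percent inhibition scaled to no-enzyme and uninhibited-enzyme controls, plate-pattern corrected / Detection: FITC-channel fluorescence of OMFP product / Medium: Bis-Tris buffer pH 6.0, 2.5 mM DTT, 0.005% Tween 20 / Schedule: 20 min at room temperature, dark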
TbMetRS inhib = T. brucei MetRS inhibitors, primary screen, biochemical, luminescence | methionyl-tRNA synthetase (Trypanosoma brucei brucei) | purified T. brucei MetRS, ATP depletion, Kinase-Glo luminescence | inhibition, % at 11.9 µM | 360,000 tested, 0.4% active | AID 624268, 2012;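 active means inhibition above a per-plate cutoff of the control wells' mean inhibition plus 3 SD, cut at about 5.5% in these data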;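 further: 0% = DMSO wells median and 100% = median of wells with control inhibitor compound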
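Material: T. brucei methionyl-tRNA synthetase, purified; reagent: substrates ATP, L-methionine and bulk Escherichia coli tRNA; dosing: 11.9 µM single point; timing: 15 min plus 2 h at 25 °C; detection: luminescence of leftover ATP; evaluation: % inhibition; control set: DMSO-only wells as low control; replicates: singlicate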
SUMO1-SIM PPI = modulators of SUMO1 protein-protein interactions, primary screen, biochemical, uHTS; Small ubiquitin-related modifier 1 (Homo sapiens), P63165; SUMO1 binding to a labelled peptide, TR-FRET, 1 h; inhibition, % at 20 µM; 360,000 tested, 0.33% active; AID 602429, 2012; in the data active means inhibition above about 37%
Target sequence (P63165 whole entry, looked up): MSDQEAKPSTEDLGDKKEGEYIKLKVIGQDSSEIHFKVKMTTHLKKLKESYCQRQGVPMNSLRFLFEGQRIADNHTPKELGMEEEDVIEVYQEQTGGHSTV
Rpn11 inh = Rpn11 (PSMD14) deubiquitinase inhibitors, primary screen, biochemical, fluorescence polarization, uHTS; 26S proteasome non-ATPase regulatory subunit 14 (Homo sapiens), O00487; calls only at 20 µM; AID 588493, 2011; 360,000 tested, 0.59% active; human 26S proteasome, Ub4-pepOG fluorescence polarization; 20S core pre-blocked with epoxomicin;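 active means inhibition at 20 µM, scaled to each plate's controls, above about 33%, limit read from the data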
LMPTP inh = LMPTP phosphatase inhibitors, primary screen, biochemical, fluorescence intensity, uHTS | Low molecular weight phosphotyrosine protein phosphatase (Homo sapiens), P24666 | recombinant LMPTP-A, OMFP fluorogenic substrate | inhibition, % at 20 µM | 360,000 tested, 0.22% active;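 active means compounds that cut the enzyme signal by at least half of the control window in the single-dose screen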;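 further: plate controls were DMSO wells with enzyme plus substrate for no effect and substrate without enzyme for full effect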
Target sequence (P24666 whole entry, looked up): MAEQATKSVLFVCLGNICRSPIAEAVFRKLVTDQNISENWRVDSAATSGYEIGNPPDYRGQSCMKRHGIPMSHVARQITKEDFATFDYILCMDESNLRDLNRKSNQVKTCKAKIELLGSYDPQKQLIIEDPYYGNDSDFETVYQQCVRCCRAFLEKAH
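Assay system: LMPTP-A enzyme. Input: 0.625 nM LMPTP-A final. Probe or stimulus: 400 µM OMFP. Compound dosing: single 20 µM dose. Schedule: 50 min dark incubation at room temperature. Detection: fluorescence intensity of OMFP turnover product. Read-out: percent inhibition versus substrate-only and uninhibited controls. Benchmarks: no-enzyme low control, uninhibited high control.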
CSN inh = inhibitors of CSN-mediated cullin deneddylation, primary screen, biochemical, fluorescence polarization, uHTS; COP9 signalosome complex subunit 5 (Homo sapiens), Q92905; Purified CSN, SCF-Nedd8-OG deneddylation; inhibition, % at 12.5 µM; 360,000 tested, 0.38% active; AID 651999, 2013;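 active means pattern-corrected inhibition above about 35%, with an unprinted fluorescence ratio check between 0.5 and 1.5, limit read from the data, passing the limit was not always enough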;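 further: 0% = enzyme with substrate and 100% = substrate without enzyme; some results filed as inactive read as strong as hits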
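Material: purified human Csn5 enzyme expressed in HEK293T cells / Medium: Tris buffer pH 7.5, NaCl, DTT, Tween-20, trehalose, ovalbumin / Compound dosing: 12.5 µM single point / Schedule: 90 min incubation of compound, enzyme and substrate at room temperature / Signal: fluorescence polarization of the substrate / Control set: no-enzyme wells high, enzyme-with-substrate wells low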
MLLE-PAM2 inh = inhibitors of PABP1 MLLE–PAM2 peptide binding, primary screen, biochemical, fluorescence polarization, FITC-PAM2, GST-MLLE. Polyadenylate-binding protein 1 (Homo sapiens), P11940. inhibition, % at 20 µM. 360,000 tested, 0.36% active. AID 588489, 2011; in the data active means inhibition above about 35%, passing the limit was not always enough;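 further: plate controls were DMSO wells with GST-MLLE for no effect and wells lacking GST-MLLE protein for full effect; some results filed as inactive read as strong as hits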
DNMT1 inh = human DNMT1 methyltransferase inhibitors, primary screen, biochemical, molecular beacon, fluorescence, HinP1I cleavage, uHTS | inhibition (reported as % activation of signal), % at 10 µM | DNA (cytosine-5)-methyltransferase 1 (Homo sapiens), P26358 | 360,000 tested, 0.83% active; in the data active means inhibition above about 50%
NadD block = inhibitors of S. aureus NadD, primary screen, biochemical, colorimetric, uHTS. AID 602399, 2012. 360,000 tested, 0.78% active. purified NadD enzyme, colorimetric absorbance read-out. inhibition, % at 20 µM. Nicotinate-nucleotide adenylyltransferase NadD (Staphylococcus aureus N315); in the data active means inhibition above about 26%; further: some compounds past the cut are filed as inactive
* = called active by the depositor; i = inactive; nt = no result given.

SMILES	Scp-1 inhibitor	STEP block	TbMetRS inhib	SUMO1-SIM PPI	Rpn11 inh	LMPTP inh	CSN inh	MLLE-PAM2 inh	DNMT1 inh	NadD block
COc1ccc(/C=C/C(=O)NCc2ccc(F)cc2)cc1S(=O)(=O)N1CCOCC1	-9	-3	0.0	-12	i	0.1	2	4	2	-8
O=C(CSCc1ccccc1Cl)NNC(=O)c1ccccc1	-4	-1	-0.4	-2	i	-0.5	-6	-4	3	-6
Cc1c(Cl)c([N+](=O)[O-])nn1CCCC(=O)Nc1sc2c(c1C#N)CCC2	-10	0	-0.3	-12	i	1.8	10	31	0	0
Cc1ccccc1CSc1nnc(C)c(=O)n1N	-6	2	0.0	1	i	-1.7	6	4	-1	-3
CC(C)N(C(=O)CSc1nnc(CSc2ncccn2)n1C)C(C)C	6	-2	-1.2	1	i	-1.5	6	8	0	0
O=C(Nc1ccccc1Cl)C(Cl)C(=O)c1ccccc1 (stereo not given)	-1	10	-0.6	1	i	-1.1	0	23	-8	-1
CC(C)n1c(SCC(=O)Nc2ccccc2N2CCOCC2)nc2c1c(=O)n(C)c(=O)n2C	-8	-2	-0.1	-1	i	-0.6	3	0	3	-1
COc1ccc(C)cc1N(CC(=O)O)S(=O)(=O)c1ccc(C)cc1	-2	-1	-0.6	3	i	-0.6	2	-7	2	0
CCSc1nc2c(c(=O)[nH]c(=O)n2C)n1C	-6	-4	-0.1	3	i	-2.2	-3	2	4	-8
CN(C)c1ccc(C(CC(=O)O)NC(=O)c2ccc(Cl)cc2)cc1 (stereo not given)	-3	0	-1.0	4	i	0.1	-4	-13	5	11
Cc1ccc(C(=O)NC(=S)N2CCN(C(=O)OC(C)(C)C)CC2)cc1Br	-3	1	-0.5	3	i	-0.8	0	-81	-4	-5
Cc1ccc(C(=O)N2C(=O)c3cccc(N)c3C2=O)o1	-2	3	0.6	-19	i	-2.2	-2	-8	4	0
COc1ccc(-c2cc(C(F)(F)F)nc(S(C)(=O)=O)n2)cc1OC	-5	0	-0.8	0	i	0.0	4	14	-5	-3
COc1ccccc1C(=O)Nc1ccnn1C1CCN(CCCc2ccccc2)CC1	-3	0	-0.3	-5	i	0.1	-5	-1	-5	-6
COc1ccc(-c2cn(Cc3ccc4ccccc4c3)nn2)cc1	3	1	-0.2	-4	i	-1.2	-1	4	6	5
Cc1ccc(CC(=O)Nc2cccc(C#N)c2)cc1	-1	-1	-1.1	1	i	0.6	-5	4	5	5
O=C(CSc1nc(-c2ccco2)cc(C(F)(F)F)n1)N1CCSCC1	6	6	-1.7	-7	i	-0.5	2	2	-2	4
C=C1CCC(N(O)c2cc(C)on2)C(=C)CCC2C1CC2(C)C (stereo not given)	-4	-1	-0.1	6	i	0.9	6	-1	16	5
Cc1ccccc1OCc1nc2c3cnn(C)c3ncn2n1	-13	-1	-0.3	2	i	-1.2	2	-3	3	2
COc1ccc(C(=O)COC(=O)CNC(=O)c2cccs2)cc1Br	-1	-2	-1.1	4	i	0.4	6	1	1	-5
Cc1cccc2cc(CNCC3CCCO3)c(Cl)nc12 (stereo not given)	4	-2	-0.8	0	i	0.5	-5	7	-1	-5
Cc1ccccc1NCCC(=O)Nc1ccc(F)cc1	-8	1	-0.2	1	i	-0.3	3	5	-3	-3
CC(C)CCNC(=O)C1CC2Cn3c(nc4cc(Cl)c(Cl)cc43)C2N1C (stereo not given)	-10	2	0.1	5	i	0.6	2	2	-4	2
COc1ccc(Cn2c(C)c(C)c(C#N)c2NC(=O)Nc2ccc(Cl)cc2)cc1	-2	-6	4.3	2	i	1.4	5	-25	2	12
CCCOC(=O)Nc1ccc(N2CCCCC2)cc1	0	-10	-0.8	-4	i	-1.1	2	-19	-4	10
O=C(NC1CCCCC1)C1c2ccccc2OCC(=O)N1Cc1ccc2c(c1)OCO2 (stereo not given)	nt	nt	-0.6	0	nt	1.0	0	nt	nt	-4
CCc1nc2c(OCC(N)=O)cccn2c1N(C)C(=O)C(C)C	nt	-3	0.2	1	i	-2.0	1	-16	0	2
O=C(Nc1cc(S(=O)(=O)N2CCOCC2)ccc1Cl)c1cc([N+](=O)[O-])ccc1Cl	-10	3	-0.1	-23	i	-0.1	4	-2	-2	-1
C/C(=N/OCO/N=C(/C)c1ccc(F)cc1)c1ccc(F)cc1	-8	0	-0.6	1	i	2.0	-3	4	-5	-1
C[C@H](NS(=O)(=O)c1ccc(F)cc1)C(=O)OCC(=O)c1c(N)n(C)c(=O)n(C)c1=O	-3	0	0.2	4	i	-0.9	1	5	1	-4
Clc1cccc(N2CCN(Cc3nc(-c4ccccc4)no3)CC2)c1	-1	2	-0.2	5	i	2.1	-1	-18	-9	3
CC(C)n1c(/C=C/[C@H](O)C[C@H](O)CC(=O)O)c(-c2ccc(F)cc2)c2ccccc21	-10	2	-0.2	2	i	0.6	-2	1	0	-7
Cc1c(C(=O)N2CCC(n3nccc3NC(=O)C3CC3)CC2)[nH]c2ccc(Cl)cc12	-4	-2	0.9	-3	i	-0.8	0	25	-1	-5
COc1ccccc1N1CCN(C(=O)c2cc(-c3ccccc3O)on2)CC1	1	-2	-0.7	4	i	1.5	2	6	-3	4
CCC(CO)Oc1cc(NCc2cccc(F)c2)c2ncn(C(C)C)c2c1 (stereo not given)	-2	-4	-0.1	0	i	-0.5	5	1	-6	-2
CC(=O)Oc1ccc(-c2cccc(C(=O)OCC(=O)Nc3ccccc3Oc3ccccc3)c2)cc1	-5	3	-1.4	15	i	2.5	1	7	-2	-2
CCOC(=O)CNC(=O)CN1C(=O)CCSc2ccccc21	-4	-1	-0.4	2	i	-0.3	2	4	3	-1
CNC(=S)N1N=C(c2ccc(C)cc2)CC1c1ccc(OC)c(OC)c1 (stereo not given)	-10	2	0.2	-5	i	0.0	0	-56	-2	-5
CCN(CC)S(=O)(=O)c1ccc(NN=c2c(=O)c3ccccc3c2=O)cc1	-5	-1	-1.3	-11	i	1.0	6	-14	2	-2
CS(=O)(=O)N(CC(=O)N1CCN(c2ccccc2)CC1)c1cc(C(F)(F)F)ccc1Cl	0	-2	-0.6	-2	i	0.5	-2	5	-2	4
O=C(CCc1nc2ccccc2s1)OCc1ccccc1F	-5	-3	-0.5	-3	i	0.0	-4	8	0	10
CSc1nc(Oc2ccc(=O)n(C)n2)nc(N(C)C)n1	2	-7	-1.0	-2	i	0.2	2	-24	4	-1
O=C(O)C(Cc1ccccc1)N=Cc1c(O)c2ccccc2oc1=O (stereo not given)	-7	2	-0.2	1	i	-0.6	3	1	2	1
CNC(C)C#Cc1c(-c2cc(OC)c(OC)c(OC)c2)noc1C (stereo not given)	-6	0	0.2	-4	i	-1.4	-5	-9	0	1
COc1ccc2oc(=O)c(-c3nnc(NCc4ccco4)s3)cc2c1	-4	2	-0.4	-24	i	2.5	0	22	0	4
CC(OC(=O)c1ccc([N+](=O)[O-])cc1)C(=O)NCC1CCCCC1 (stereo not given)	-18	4	-0.2	-32	i	0.0	1	-12	2	-5
O=C(NCc1ccc(Cl)cc1)C1CC(O)CN1S(=O)(=O)c1ccc(Cl)cc1 (stereo not given)	-6	-2	-0.9	5	i	0.4	0	9	2	-5
COc1cccc(NC(=O)CSc2nnc(NC(=O)C3CCC3)s2)c1	-3	-3	-0.3	4	i	-1.2	1	-7	-1	-5
Cc1cc(C)nc(Nc2nc(C(N)CCc3ccccc3)cs2)n1 (stereo not given)	nt	0	-0.1	-10	i	0.4	1	-12	-2	-1
COc1ccccc1CNc1ccc(C(=O)O)cc1	-8	-1	0.2	1	i	-1.4	-1	-3	2	3

Five entries from above in a different format.
Scp-1 inhibitor	STEP block	TbMetRS inhib	SUMO1-SIM PPI	Rpn11 inh	LMPTP inh	CSN inh	MLLE-PAM2 inh	DNMT1 inh	NadD block	structure
-6	-4	-0.1	3	i	-2.2	-3	2	4	-8	CCSc1nc2c(c(=O)[nH]c(=O)n2C)n1C
-4	2	-0.4	-24	i	2.5	0	22	0	4	COc1ccc2oc(=O)c(-c3nnc(NCc4ccco4)s3)cc2c1
-8	-1	0.2	1	i	-1.4	-1	-3	2	3	COc1ccccc1CNc1ccc(C(=O)O)cc1
-6	0	0.2	-4	i	-1.4	-5	-9	0	1	CNC(C)C#Cc1c(-c2cc(OC)c(OC)c(OC)c2)noc1C (stereo not given)
-18	4	-0.2	-32	i	0.0	1	-12	2	-5	CC(OC(=O)c1ccc([N+](=O)[O-])cc1)C(=O)NCC1CCCCC1 (stereo not given)

An excerpt from above, reduced to MLLE-PAM2 inh and TbMetRS inhib.
smiles	MLLE-PAM2 inh	TbMetRS inhib
COc1cccc(NC(=O)CSc2nnc(NC(=O)C3CCC3)s2)c1	-7	-0.3
COc1ccc(/C=C/C(=O)NCc2ccc(F)cc2)cc1S(=O)(=O)N1CCOCC1	4	0.0

Bioassay records from PubChem BioAssay.
